Screening results as filed in PubChem BioAssay.
CHRM5 antagonist: human M5 muscarinic receptor antagonists, primary screen, CHO cells, Fluo-8 calcium fluorescence; hit rate 0.59% among 360,000; inhibition, % at 3 µM; CHO-hM5 cells, ACh EC80; Muscarinic acetylcholine receptor M5 (Homo sapiens), P08912;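 active = inhibition above a per-plate cutoff, the mean of that plate's test compounds plus 3 SD, cut at about 27% in these data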;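 note: 0% = acetylcholine EC80 with DMSO and 100% = DMSO without agonist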
CRFR2-BP ag: agonists of CRF-BP/CRF-R2 complex, primary screen, cell-based, HEK293, calcium dye fluorescence, uHTS; activation, % at 13.2 µM; CRF-binding protein / CRF receptor 2 complex (human); hit rate 0.46% among 350,000; AID 588473, 2011; calcium dye fluorescence (FLIPR); percent of saturating CRF peptide response;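 active = activation of at least 50%, plus an integration ratio under a set limit after plate pattern correction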;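 note: plate controls were neutral control wells without compound for no effect and CRF at EC100 for full effect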
CRFBP-R2 block: antagonists of CRF-BP/CRF-R2 complex, primary screen, cell-based, HEK293, calcium dye fluorescence, uHTS | CRF-induced calcium fluorescence | inhibition, % at 11.8 µM | hit rate 0.59% among 350,000 | AID 588475, 2011;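 active = inhibition of the ligand-induced calcium signal above about 50% at the single tested concentration, limit read from the data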
M4 antag: human M4 muscarinic receptor antagonists, primary screen, CHO cells, Fluo-8 calcium fluorescence; Muscarinic acetylcholine receptor M4 (Homo sapiens), P08173; CHO-hM4 cells, ACh EC80; inhibition, % at 3 µM; hit rate 0.73% among 360,000;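 active = inhibition above its plate's cutoff, the mean inhibition of sample wells plus 3 SD, cut at about 27% in these data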;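 note: 0% = acetylcholine EC80 with DMSO and 100% = DMSO without agonist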
Target sequence (P08173 whole entry, looked up): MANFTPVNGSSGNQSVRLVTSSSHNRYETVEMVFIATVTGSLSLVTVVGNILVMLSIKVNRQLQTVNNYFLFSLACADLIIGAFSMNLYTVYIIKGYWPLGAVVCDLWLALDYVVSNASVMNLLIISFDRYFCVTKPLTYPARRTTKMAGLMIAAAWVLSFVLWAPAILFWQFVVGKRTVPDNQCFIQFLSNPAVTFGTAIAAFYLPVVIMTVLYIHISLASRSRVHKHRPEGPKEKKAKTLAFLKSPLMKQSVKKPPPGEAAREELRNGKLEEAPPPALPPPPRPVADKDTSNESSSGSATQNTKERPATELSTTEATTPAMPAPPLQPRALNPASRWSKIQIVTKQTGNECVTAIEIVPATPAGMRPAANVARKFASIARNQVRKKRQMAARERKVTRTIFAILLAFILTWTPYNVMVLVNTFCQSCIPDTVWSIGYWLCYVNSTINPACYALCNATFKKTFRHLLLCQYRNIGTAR
CHRM4 PAM: human M4 muscarinic receptor positive allosteric modulators, primary screen, CHO-K1 cells, Fluo-8 calcium fluorescence; Muscarinic acetylcholine receptor M4 (Homo sapiens), P08173; CHO-K1 hM4/Gqi5, ACh EC20; 0% = ACh EC20, 100% = maximal ACh; activation, % at 3 µM; hit rate 0.4% among 360,000;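 active = activation above its plate's cutoff, the mean activation of sample wells plus 3 SD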; note: some results filed as inactive read as strong as hits
M5 PAM: human M5 muscarinic receptor positive allosteric modulators, primary screen, CHO-K1 cells, Fluo-8 calcium fluorescence; CHO-K1 hM5, ACh EC20 PAM; 0% = ACh EC20, 100% = ACh EC100; activation, % at 3 µM; hit rate 0.3% among 360,000; AID 624038, 2012;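 active = activation above the run cutoff, the mean activation of all test compounds plus 3 SD, cut at about 18% in these data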
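Test system: CHO-K1 hM5 cells / Doses: single-point, 3 µM nominal / Times: Post-acetylcholine fluorescence recording 140 s / Technique: Fluo-8 calcium fluorescence / Measure: Max/basal fluorescence ratio as % of EC20–EC100 ACh window / Benchmarks: low control EC20 acetylcholine (0%), high control EC100 acetylcholine (100%) / Replicates: one well per compound, no replicates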
M5 ag: human M5 muscarinic receptor agonists, primary screen, CHO-K1 cells, Fluo-8 calcium fluorescence; Muscarinic acetylcholine receptor M5 (Homo sapiens), P08912; CHO-K1 hM5 cells; 0% DMSO wells, 100% maximal acetylcholine response; hit rate 0.19% among 360,000; activation, % at 3 µM;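 active = activation above the run's mean over test compounds plus 3 SD, cut at about 23% in these data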;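 note: signal is peak over basal fluorescence ratio across the kinetic read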
M1 PAM: human M1 muscarinic receptor positive allosteric modulators, primary screen, CHO-K1 cells, Fluo-8 calcium fluorescence, 1536-well; Muscarinic acetylcholine receptor M1 (Homo sapiens), P11229; CHO-K1 hM1, ACh EC20; 0% = ACh EC20, 100% = maximal ACh; activation, % at 3 µM; hit rate 0.088% among 360,000; in the data active = activation above about 19%, passing the limit was not always enough
M4 ag: human M4 muscarinic receptor agonists, primary screen, CHO-K1 cells, Fluo-8 calcium fluorescence; Muscarinic acetylcholine receptor M4 (Homo sapiens), P08173; CHO-K1 hM4/Gqi5; vehicle 0%, full acetylcholine response 100%; activation, % at 3 µM; hit rate 0.14% among 360,000; AID 624127, 2012;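 active = activation above the run mean over all test wells plus 3 SD, cut at about 32% in these data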;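 note: peak over basal fluorescence ratio per well then scaled between controls; 0% = DMSO wells and 100% = acetylcholine at EC100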
* = called active by the depositor.

no. | CHRM5 antagonist | M4 antag | CRFR2-BP ag | M5 PAM | M1 PAM | M5 ag | M4 ag | CHRM4 PAM | CRFBP-R2 block | Structure
1 | -11 | 2 | -0.5 | 8 | 13 | 2 | 1 | -1 | 16 | CCCCN(C(=S)NC(=O)c1cc(OC)c(OC)c(OC)c1)c1c(N)n(Cc2ccccc2)c(=O)[nH]c1=O
2 | 16 | -2 | 0.5 | -9 | 0 | -4 | -1 | -5 | 11 | CC(/C=N/n1c(COc2ccccc2)n[nH]c1=S)=C\c1ccco1
3 | -3 | -16 | -2.5 | 1 | 6 | -1 | 0 | 2 | -8 | CCn1c(SCC(=O)NNC(=O)c2ccc(OC)cc2)nnc1C(C)C
4 | -2 | 5 | -3.5 | 1 | 6 | -1 | 0 | 0 | 11 | C=C(C)c1nc2cc(OC)c(OC)cc2c(=O)o1
5 | -5 | -1 | -0.5 | -1 | 7 | -2 | 1 | 1 | -13 | O=C1C(=Cc2cccn2-c2ccccc2)C(=O)c2ccccc21
6 | 6 | 12 | -0.1 | -4 | -2 | -4 | 2 | 0 | -10 | CC1CN(Cc2nc3c(c(=O)[nH]c(=O)n3C)n2CCN2CCOCC2)CC(C)O1 (configuration not stated)
7 | 2 | 14 | -1.0 | -7 | 13 | 2 | 4 | 7 | 4 | Cc1ccc(C)c(OCCC(=O)N(C)CC(=O)Nc2c(C)cccc2C)c1
8 | -1 | -11 | 0.3 | 15 | 5 | 8 | 1 | -2 | 14 | CCOC(=O)/C(C#N)=C/c1cn(CCC(=O)O)nc1-c1ccc(Br)cc1
9 | -18 | -12 | 0.2 | 7 | 12 | -2 | 1 | 12 | 0 | COCCCNC(=O)CC(=O)N/N=C\c1ccc(SC)cc1
10 | 0 | -5 | 0.6 | 3 | 11 | 0 | 1 | 4 | 4 | CCO/N=C(\N)c1[nH]ncc1Br
11 | 7 | 0 | 1.5 | -7 | 1 | -2 | 0 | -6 | 9 | CN(C)S(=O)(=O)c1ccc(N2CCCC2)c(C(=O)N2CCC(C(N)=O)CC2)c1
12 | -2 | 0 | -1.9 | -1 | 3 | 3 | 1 | 13 | 3 | CCOC(=O)c1cn(CC(=O)Nc2ccc(CC)cc2)nn1
13 | -6 | 8 | -0.1 | 2 | 5 | -4 | -2 | -4 | -1 | CCN(CC)Cc1c(-c2ccccc2)[nH]c2ccc(C)cc2c1=O
14 | 17 | -10 | -1.4 | -11 | -6 | 6 | 10 | 18* | 6 | CSc1ncc2[nH]c(C(O)c3ccccc3)nc2n1 (configuration not stated)
15 | -1 | -4 | 4.8 | 0 | 12 | -1 | 1 | 2 | 31 | O=C(N/C(=C/c1ccc2c(c1)OCO2)C(=O)N1CCOCC1)c1cccs1
16 | -13 | -20 | 1.5 | 3 | 6 | -2 | 1 | 18 | -53 | Cc1ccc2nc(SCC(=O)Nc3ccc4c(c3)CCC4)[nH]c2c1
17 | -9 | -11 | -2.0 | 1 | 12 | -2 | 2 | 24* | -22 | Cc1nn(C)cc1C(C(=O)NC1CCCCC1)N(C(=O)c1cnccn1)c1ccc(Oc2ccccc2)cc1 (configuration not stated)
18 | 8 | -9 | 3.1 | 9 | 0 | -5 | 4 | -7 | -10 | O=C(Nc1cccc(-c2cc3ccccc3oc2=O)c1)c1ccc(Br)o1
19 | 1 | 7 | -2.8 | 2 | 12 | 2 | 1 | 11 | -7 | COC(=O)[C@H](CCSC)NC(=O)NCCc1ccccc1F
20 | 12 | 1 | 6.4 | -4 | 3 | -1 | 0 | 3 | -10 | COc1cccc(N/N=C/c2cccc(Br)c2O)c1

Arranged by molar mass (low to high): some entries from above
no. | CHRM5 antagonist | M4 antag | CRFR2-BP ag | M5 PAM | M1 PAM | M5 ag | M4 ag | CHRM4 PAM | CRFBP-R2 block | Structure
9 | -18 | -12 | 0.2 | 7 | 12 | -2 | 1 | 12 | 0 | COCCCNC(=O)CC(=O)N/N=C\c1ccc(SC)cc1
19 | 1 | 7 | -2.8 | 2 | 12 | 2 | 1 | 11 | -7 | COC(=O)[C@H](CCSC)NC(=O)NCCc1ccccc1F
8 | -1 | -11 | 0.3 | 15 | 5 | 8 | 1 | -2 | 14 | CCOC(=O)/C(C#N)=C/c1cn(CCC(=O)O)nc1-c1ccc(Br)cc1

New compounds follow.
no. | CHRM5 antagonist | M4 antag | CRFR2-BP ag | M5 PAM | M1 PAM | M5 ag | M4 ag | CHRM4 PAM | CRFBP-R2 block | Structure
21 | 5 | -20 | 12 | -2 | -3 | -2 | 4 | -4 | -9 | O=S(=O)(Cc1ccccc1)C(CCCc1ccccc1)S(=O)(=O)Cc1ccccc1
22 | -3 | -2 | 1.9 | -6 | 2 | -5 | 3 | -5 | 0 | Cc1ccccc1NC(=O)CCCSc1nc2ccccc2s1
23 | 21 | -12 | -0.8 | -10 | -13 | 0 | 10 | -9 | -4 | CCc1cc(Br)ccc1NC(=S)NCCc1ccccc1
24 | 8 | 11 | 0.6 | -5 | -11 | 0 | 0 | -2 | 7 | Cc1ccn2nc(C(=O)OCC(=O)N(CC(C)C)C3CCS(=O)(=O)C3)nc2n1 (configuration not stated)
25 | -5 | 2 | -2.3 | 8 | 5 | 2 | 1 | 13 | 0 | Cc1ccc(C(=O)Oc2ccc(C(=O)COC(=O)c3cnccn3)cc2)cc1
26 | 4 | -7 | 1.4 | -4 | -7 | -3 | 5 | -5 | -40 | O=C(Nc1nnc(C2CC2)s1)c1cc([N+](=O)[O-])ccc1N1CCCCC1
27 | 8 | -21 | 3.2 | -14 | -4 | -7 | 1 | -7 | -37 | C=CCc1cccc(/C=N/NC(=O)C(C)Nc2cccc(C)c2)c1O (configuration not stated)
28 | -10 | -14 | 0.2 | -4 | 3 | -12 | 1 | -3 | 5 | CCN(CC)S(=O)(=O)c1ccc(Oc2cccc(C(C)=O)c2)nc1

Filtered by structure, the compounds so far containing four or more nitrogen atoms (11)
no. | CHRM5 antagonist | M4 antag | CRFR2-BP ag | M5 PAM | M1 PAM | M5 ag | M4 ag | CHRM4 PAM | CRFBP-R2 block | Structure
1 | -11 | 2 | -0.5 | 8 | 13 | 2 | 1 | -1 | 16 | CCCCN(C(=S)NC(=O)c1cc(OC)c(OC)c(OC)c1)c1c(N)n(Cc2ccccc2)c(=O)[nH]c1=O
2 | 16 | -2 | 0.5 | -9 | 0 | -4 | -1 | -5 | 11 | CC(/C=N/n1c(COc2ccccc2)n[nH]c1=S)=C\c1ccco1
3 | -3 | -16 | -2.5 | 1 | 6 | -1 | 0 | 2 | -8 | CCn1c(SCC(=O)NNC(=O)c2ccc(OC)cc2)nnc1C(C)C
6 | 6 | 12 | -0.1 | -4 | -2 | -4 | 2 | 0 | -10 | CC1CN(Cc2nc3c(c(=O)[nH]c(=O)n3C)n2CCN2CCOCC2)CC(C)O1 (configuration not stated)
10 | 0 | -5 | 0.6 | 3 | 11 | 0 | 1 | 4 | 4 | CCO/N=C(\N)c1[nH]ncc1Br
11 | 7 | 0 | 1.5 | -7 | 1 | -2 | 0 | -6 | 9 | CN(C)S(=O)(=O)c1ccc(N2CCCC2)c(C(=O)N2CCC(C(N)=O)CC2)c1
12 | -2 | 0 | -1.9 | -1 | 3 | 3 | 1 | 13 | 3 | CCOC(=O)c1cn(CC(=O)Nc2ccc(CC)cc2)nn1
14 | 17 | -10 | -1.4 | -11 | -6 | 6 | 10 | 18* | 6 | CSc1ncc2[nH]c(C(O)c3ccccc3)nc2n1 (configuration not stated)
17 | -9 | -11 | -2.0 | 1 | 12 | -2 | 2 | 24* | -22 | Cc1nn(C)cc1C(C(=O)NC1CCCCC1)N(C(=O)c1cnccn1)c1ccc(Oc2ccccc2)cc1 (configuration not stated)
24 | 8 | 11 | 0.6 | -5 | -11 | 0 | 0 | -2 | 7 | Cc1ccn2nc(C(=O)OCC(=O)N(CC(C)C)C3CCS(=O)(=O)C3)nc2n1 (configuration not stated)
26 | 4 | -7 | 1.4 | -4 | -7 | -3 | 5 | -5 | -40 | O=C(Nc1nnc(C2CC2)s1)c1cc([N+](=O)[O-])ccc1N1CCCCC1
